Tau fibril FP – tau fibrillization inhibition (FP) | P10636 | K18 P301L tau heparin fibrillization, Alexa594 FP, 6 h | Potency, µM (top dose mostly 57.7 µM), without a hit: top-dose activity, negative = inhibition, hits mostly inhibitors | 280,000 tested, 0.39% active | AID 1468; also: % is scaled to controls: 0 for no effect and ±100 for the full control effect; nearly all actives have a fitted effect of over 55% in size
Target sequence (P10636 561-689 P618L limits assumed): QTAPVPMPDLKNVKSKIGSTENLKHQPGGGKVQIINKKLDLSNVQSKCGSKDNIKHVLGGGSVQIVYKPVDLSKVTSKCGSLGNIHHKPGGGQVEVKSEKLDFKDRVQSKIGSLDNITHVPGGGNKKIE
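Quantitative HTS format: compounds meet 15 uM recombinant K18 P301L tau and Alexa 594-tau tracer in 100 mM sodium acetate pH 7; 20 uM heparin triggers fibrillization at 37 C over 6 hr; FP gives the signal.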
HTT ATP protect – cytoprotection in Huntington HTT-Q103 PC12 cell model. 230,000 tested, 0.14% active. Potency, µM (series often up to 56.4 µM), without a hit: cytoprotection (ATP increase), most hits filed as activators. AID 1471. PC12 HTT-Q103 induced, cytoprotection, ATP luminescence, 40 h;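 also: % of control where 0% means no effect; nearly all actives have a fitted effect of over 45% in size; toxic huntingtin expression switched on by the ecdysone agonist tebufenozide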
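Rat PC12, Q103 Htt exon1-GFP fusion, ecdysone promoter; tebufenozide inducer 100 nM final; compound titration; qHTS, 1500 cells/well; ATPlite luminescent read.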
Tau fibril ThT – inhibitors of human tau fibril formation, thioflavin T binding | recombinant tau K18 P301L, heparin-induced fibrillization, ThT fluorescence | Potency, µM (top dose mostly 57.4 µM), for the others: at the highest dose activity, negative = inhibition, hits mostly inhibitors | 270,000 tested, 2.1% active; also: % is scaled to controls: 0 for no effect and ±100 for the full control effect; nearly all actives have a fitted effect of over 55% in size
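Fibril formation assay: tau K18 P301L at 15 uM with trace Alexa 594 label, heparin inducer 20 uM, pH 7 sodium acetate buffer, 37 C for 6 hr; endpoint ThT signal.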
TexasRed fluor – counter-screen for TRb-SRC2 inhibitors: fluorescence interference; TRb/SRC2 Texas Red total fluorescence interference; Potency, µM (titrated, usually from 106 µM), inactives show at the highest dose fluorescence change, negative = quenching; 280,000 tested, 0.29% active; AID 1479; active = well fitted curve in either direction with a large enough effect; inconclusive = small, poorly fitted or top-dose-only effect; also: % is scaled to controls: 0 for no effect and ±100 for the full control effect
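Flags fluorescent or light-absorbing compounds by total fluorescence, S + 2P, at 555 nm excitation and 632 nm emission. Mixture: 20 nM Texas Red SRC2 peptide, 0.6 uM human TRb LBD, 1 uM T3, 5% DMSO; compound exposure 5 h at ambient temperature.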
RECQ1 inh – blocks DNA unwinding by human RECQ1. P46063. RECQ1 DNA unwinding, red fluorescence kinetic read. Potency, µM (top dose mostly 57.3 µM), for the others: top-dose activity, negative = inhibition, actives largely listed as inhibitors. 240,000 tested, 0.54% active. AID 2549;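 also: plate controls were vehicle for no effect and no enzyme for full effect; nearly all actives have a fitted effect of over 30% in size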
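RECQ1T1 50 nM; forked duplex (20 bp + 30-nt ss tails) 200 nM, ATP 2 mM final; pH 8.0, 2 mM MgCl2, 2.5 ug/ml poly(dI-dC); 15 min compound preincubation; discontinuous kinetic read over 2 h at RT.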
TRb-SRC2 inh – disrupts binding of human TR beta to SRC2; P10828; TRbeta-SRC2 peptide binding, fluorescence polarization; receptor liganded with 1 µM T3; Potency, µM (highest dose often 106 µM), inactives show at the highest dose activity change, negative = inhibition, most hits filed as inhibitors; 280,000 tested, 0.065% active; AID 1469;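 also: plate controls were bound peptide for no effect and peptide without receptor for full effect; nearly all actives have a fitted effect of over 50% in size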
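Each compound concentration gave % activity, normalized to unbound and bound Texas Red SRC2 controls, from polarization read after 5 hr ambient incubation with T3-loaded human TRb LBD.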
L3MBTL1 block – inhibitors of human L3MBTL1; Potency, µM (highest dose often 57.1 µM), without a hit: at the highest dose activity, negative = inhibition, usual class: inhibitors; 230,000 tested, 0.66% active; Q9Y468; AlphaScreen L3MBTL1–H3K9me1 peptide binding; also: % is scaled to controls: 0 for no effect and ±100 for the full control effect; nearly all actives have a fitted effect of over 60% in size
Target sequence (Q9Y468 whole entry, looked up): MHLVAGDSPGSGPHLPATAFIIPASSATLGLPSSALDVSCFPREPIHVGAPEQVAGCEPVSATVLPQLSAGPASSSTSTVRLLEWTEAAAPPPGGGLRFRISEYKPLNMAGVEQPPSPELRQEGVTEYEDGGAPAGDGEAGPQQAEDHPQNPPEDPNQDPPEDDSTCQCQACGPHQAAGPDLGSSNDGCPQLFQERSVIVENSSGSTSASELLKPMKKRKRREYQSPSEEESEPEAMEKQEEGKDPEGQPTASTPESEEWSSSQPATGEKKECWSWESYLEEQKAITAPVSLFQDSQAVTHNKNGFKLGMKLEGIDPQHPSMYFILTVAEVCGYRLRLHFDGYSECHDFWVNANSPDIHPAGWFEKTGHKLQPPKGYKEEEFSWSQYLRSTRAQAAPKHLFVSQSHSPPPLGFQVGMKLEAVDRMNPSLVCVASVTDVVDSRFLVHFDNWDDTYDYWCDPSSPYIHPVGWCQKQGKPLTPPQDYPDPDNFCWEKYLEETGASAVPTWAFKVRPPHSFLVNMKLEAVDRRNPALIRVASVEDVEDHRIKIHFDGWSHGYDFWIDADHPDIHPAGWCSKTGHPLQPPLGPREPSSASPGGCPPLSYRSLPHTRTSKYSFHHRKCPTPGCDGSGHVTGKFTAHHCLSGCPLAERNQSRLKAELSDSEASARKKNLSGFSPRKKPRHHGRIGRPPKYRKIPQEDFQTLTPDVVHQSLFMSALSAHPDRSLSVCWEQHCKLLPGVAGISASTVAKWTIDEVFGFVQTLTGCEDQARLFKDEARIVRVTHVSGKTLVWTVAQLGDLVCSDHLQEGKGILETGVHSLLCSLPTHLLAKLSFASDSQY
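Read-out is AlphaScreen signal from streptavidin donor and nickel chelate acceptor beads (10 ug/mL final each) bridging L3MBTL1 (50 nM) and biotinylated K9-monomethylated H3(1-15) peptide (75 nM), after 30 min compound exposure at room temperature.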
Tau fluor counter – counter-screen for tau fibril formation inhibitors | tau K18 P301L (four-repeat tau fragment) Alexa594 fluorescence, heparin fibrillization | Potency, µM (titrated, usually from 57.7 µM), for the others: at the top dose activity change, negative = decrease | 280,000 tested, 0.93% active; also: % is scaled to controls: 0 for no effect and ±100 for the full control effect; nearly all actives have a fitted effect of over 55% in size
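Human K18 P301L tau (15 uM unlabeled plus 0.24 uM Alexa 594-labeled, final) in 100 mM sodium acetate pH 7 was mixed with compound and 20 uM heparin and incubated 6 hr at 37 C.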
An asterisk follows results filed as active; i = inactive; ? = inconclusive; · = not tested or not shown; [ ] = remark or other dose. Unless noted, calls follow the shape of the dose curve; as a rule, active = well fitted curve in the direction sought with a large enough effect; inconclusive = small, poorly fitted or top-dose-only effect, or another doubt; inactive = no such curve, though single readings can be large; an effect the other way counts as inactive or inconclusive. Potency is read from the fitted curve at half-maximal effect. An excerpt; rates above refer to the full screens.

SMILES | Tau fibril FP | HTT ATP protect | Tau fibril ThT | TexasRed fluor | RECQ1 inh | TRb-SRC2 inh | L3MBTL1 block | Tau fluor counter
O=C(c1ccco1)N(CCCN1CCOCC1)c1nc(-c2ccc(Cl)cc2)cs1 | -7% | -15%[10 µM] | -7% | 0% | -10% | -5% | -6% | -24%
Cc1ccc(S(=O)(=O)c2nc(-c3ccccc3)oc2NCCN2CCOCC2)cc1 | 7% | 8%[10 µM] | -10% | -1% | -1% | -1% | 1% | -11%
CCC(=O)N1CCc2cc(S(=O)(=O)NC(C(=O)NC3CCCc4ccccc43)C(C)C)ccc21 (configuration not stated) | 8% | · | 2% | -3% | 2% | -8% | -2% | 4%
CCC(=O)Nc1cc(C)c(NC(=O)CCc2ccccc2)cn1 | 3% | -17%[10 µM] | -10% | 0% | i | -13% | 3% | -13%
CN(c1nnc(NC(=O)Nc2ccccc2C(F)(F)F)s1)C1CCCCC1 | -6% | · | 1% | 1% | · | -1% | · | -1%
CC(=O)Nc1cccc(Nc2nc3ccccc3n3c(C)nnc23)c1 | -8% | · | ? | 9% | · | -5% | · | -5%
Cc1cc(N2C(=O)CCC2=O)n(-c2ccccc2)n1 | -2% | -13%[10 µM] | -9% | -2% | -3% | -22% | 1% | 0%
CCN1CCN(C(c2ccc(F)cc2)c2nnnn2Cc2ccc3c(c2)OCO3)CC1 (configuration not stated) | -1% | -6%[10 µM] | ? | 2% | i | -9% | -1% | 8%
CC1=CC(C)(C(Cl)Cl)C(C)=CC1=O (configuration not stated) | 3% | 2%[10 µM] | 10% | -6% | 2% | -11% | -16% | 3%
O=c1c2ccccc2sn1-c1cc(S(=O)(=O)N2CCOCC2)ccc1N1CCOCC1 | ? | -101%[inhibitor] | ? | · | -14% | · | -5% | -5%
O=C(NCC1COc2ccccc2O1)C1CCCN(S(=O)(=O)c2cnc[nH]2)C1 (configuration not stated) | -2% | 16%[10 µM] | 20% | -5% | -12% | -11% | 4% | 3%
O=C(O)/C=C/C(=O)Nc1ccc2c(c1)NC(=O)CO2 | 0% | -16% | ? | -2% | 7% | 5% | · | -2%
C[C@H](N=C1NS(=O)(=O)c2ccccc21)C(=O)OCc1cc([N+](=O)[O-])cc2c1OCOC2 | -3% | 7%[10 µM] | 0% | -5% | i | -2% | · | -5%
Cc1ccc(OCc2n[nH]c(=S)n2-c2ccc(C)cc2)cc1 | 11%[2.34 µM] | -6%[10 µM] | -5% | -4% | -10% | -1% | -4% | -6%
Cc1ccc(S(=O)(=O)NCCOC(=O)Nc2sc(=S)n(C)c2C)cc1 | 2% | 11% | ? | -2% | -16% | -7% | · | -14%
CC(/C=N/n1c(-c2cc(C)[nH]n2)n[nH]c1=S)=C\c1ccco1 | -6% | 6%[10 µM] | ? | -3% | 25µM* | -2% | ? | -19%
C[C@H]1C=C2C=C[C@H](C)[C@H](CC[C@@H]3C[C@@H](O)CC(=O)O3)[C@H]2[C@@H](OC(=O)[C@@H](C)CCO)C1 | 3% | -88%[inhibitor][1.9 µM] | -9% | -3% | i | 6% | · | 2%
CC1/C(=N/O)CC(c2ccco2)NC1c1ccco1 (configuration not stated) | -2% | -17%[10 µM] | 4% | 0% | -1% | 2% | -3% | 1%
Cc1ccc(NC(=O)CN2C(=O)C3CCCCN3C(=O)c3ccccc32)cc1 (configuration not stated) | -8% | 0% | 4% | -2% | 2% | -1% | · | -1%
CCc1ccccc1NC(=S)N(CCCN(C)C)Cc1cc2cc3c(cc2[nH]c1=O)OCO3 | -7% | 19%[10 µM] | -7% | -2% | i | -3% | -14% | -7%
CCOC(=O)CN1CC23C=CC(O2)C(C(=O)Nc2ccc(F)cc2)C3C1=O (configuration not stated) | -3% | -10% | 4% | -2% | 0% | -7% | · | 5%
CNc1nc(-c2ccc([N+](=O)[O-])cc2)cs1 | 11% | -8% | 13µM* | -2% | i | -2% | -3% | -13%
COc1ccc(OC)c(NC(=O)Cc2c(C)n(C(=O)c3ccc(Cl)cc3)c3ccc(OC)cc23)c1 | -6% | · | 2% | -7% | · | 3% | · | -25%
CCc1ccccc1N(CC(=O)OC)S(C)(=O)=O | -5% | 3% | -7% | 1% | i | 3% | · | -3%
CC1(C)CC(=O)c2ccc(O)cc2O1 | -1% | 9% | -1% | 5% | -14% | -3% | · | 4%
C=Cc1ccc(CSc2nc(-c3ccccc3C)nc3c2Cc2c(CO)cnc(C)c2O3)cc1 | -2% | · | -7% | -1% | · | 8% | · | 0%
CC(C)CCNC(=O)C1CCN(c2nc3ccccc3o2)CC1 | -5% | -16% | -20% | 5% | -1% | -1% | -2% | -16%
COc1cc(N[C@@H](C)CCCN)c2ncccc2c1 | · | -25%[40.3 µM] | · | 0%[53 µM] | -6%[25.9 µM] | 1%[53 µM] | · | ·
Cc1nnsc1-c1nnc(SCC(=O)c2ccccc2)n1C1CC1 | 0% | -1%[10 µM] | -6% | -7% | -8% | -12% | 52%[activator] | -4%
Cc1ccc(-c2nnn(CC(=O)NC3CC4CCC3C4)n2)cc1 (configuration not stated) | -3% | 0%[10 µM] | -12% | 0% | 4% | 4% | 7% | -16%

One compound at a time (already shown). Order of screens: Tau fibril FP, HTT ATP protect, Tau fibril ThT, TexasRed fluor, RECQ1 inh, TRb-SRC2 inh, L3MBTL1 block, Tau fluor counter
Shown for CCc1ccccc1N(CC(=O)OC)S(C)(=O)=O = -5%, 3%, -7%, 1%, i, 3%, ·, -3%
Shown for CNc1nc(-c2ccc([N+](=O)[O-])cc2)cs1 = 11%, -8%, 13µM*, -2%, i, -2%, -3%, -13%
Shown for COc1ccc(OC)c(NC(=O)Cc2c(C)n(C(=O)c3ccc(Cl)cc3)c3ccc(OC)cc23)c1 = -6%, ·, 2%, -7%, ·, 3%, ·, -25%
Shown for CC1(C)CC(=O)c2ccc(O)cc2O1 = -1%, 9%, -1%, 5%, -14%, -3%, ·, 4%

Next part
SMILES | Tau fibril FP | HTT ATP protect | Tau fibril ThT | TexasRed fluor | RECQ1 inh | TRb-SRC2 inh | L3MBTL1 block | Tau fluor counter
COc1ccccc1Cn1ccn(CC(=O)Nc2c(C)cc(C)cc2C)c(=O)c1=O | -2% | · | -16% | 1% | · | 1% | · | -4%
Cc1ccc(-c2nnn(CC(=O)N(CCN3CCOCC3)C(C(=O)NC(C)(C)C)c3ccc(C)o3)n2)cc1 (configuration not stated) | -7% | 4%[10 µM] | · | -2% | -4% | -1% | · | -45%
O=C(NCc1ccccc1)c1cc(-c2cccc(Cl)c2)on1 | -18% | · | -7% | 7% | · | -3% | · | -17%
COC(=O)COn1c(SC(C)C)nc2ccccc2c1=O | -1% | 11% | -11% | -1% | 15% | -5% | · | -6%
CCOc1ncccc1C(=O)OCc1nnc(-c2ccccc2)o1 | 3% | 12% | -5% | -2% | -3% | -14% | 1% | -6%
COc1ccc(N2CCN(C(=O)c3cccc(-n4c(C)nc5cccnc54)c3)CC2)cc1 | 3% | · | -2% | 0% | · | 0% | · | -7%
Cc1ccccc1NC(=O)NCCc1nc2ccccc2[nH]1 | -1% | -28% | -4% | -2% | 2% | -15% | 4% | -7%
COc1ccc(S(=O)(=O)N2CCCC2C(=O)Nc2ccc(C(C)=O)cc2)cc1 (configuration not stated) | -9% | 5% | -3% | 0% | -4% | -16% | 5% | -3%
CCCCn1c(SCC(=O)NCc2ccco2)nnc1-c1ccco1 | -1% | -9%[10 µM] | -10% | 1% | i | -26% | -5% | 1%
CC1CN(C(=O)c2ccc(N3CCCCC3)c([N+](=O)[O-])c2)CC(C)O1 (configuration not stated) | -4% | -13%[10 µM] | -9% | 0% | i | 2% | 1% | 1%

Ordered by count of non-hydrogen atoms (rising): 3 of the compounds above
SMILES | Tau fibril FP | HTT ATP protect | Tau fibril ThT | TexasRed fluor | RECQ1 inh | TRb-SRC2 inh | L3MBTL1 block | Tau fluor counter
CC(/C=N/n1c(-c2cc(C)[nH]n2)n[nH]c1=S)=C\c1ccco1 | -6% | 6%[10 µM] | ? | -3% | 25µM* | -2% | ? | -19%
CC(C)CCNC(=O)C1CCN(c2nc3ccccc3o2)CC1 | -5% | -16% | -20% | 5% | -1% | -1% | -2% | -16%
Cc1ccc(-c2nnn(CC(=O)N(CCN3CCOCC3)C(C(=O)NC(C)(C)C)c3ccc(C)o3)n2)cc1 (configuration not stated) | -7% | 4%[10 µM] | · | -2% | -4% | -1% | · | -45%

Following part
SMILES | Tau fibril FP | HTT ATP protect | Tau fibril ThT | TexasRed fluor | RECQ1 inh | TRb-SRC2 inh | L3MBTL1 block | Tau fluor counter
Cc1csc2ncc(C(=O)Nc3cccc(C(F)(F)F)c3)c(=O)n12 | -6% | 1%[10 µM] | -3% | 1% | -16% | -5% | 5% | -8%
Cc1cc(C)n2nc(C(=O)NCc3cccc(C(F)(F)F)c3)nc2n1 | -3% | -30% | 8% | 0% | -1% | -4% | -5% | 7%
COc1ccccc1N(CC(=O)Nc1c(C)cccc1C)S(C)(=O)=O | 1% | 5% | -7% | -4% | -1% | -12% | · | -1%
O=C(N/N=C/c1cccnc1)c1ccccc1OCc1cccc(Br)c1 | 3% | -35%[inhibitor] | -15% | -1% | 0% | -7% | · | -5%
CN(C)CCOC(=O)C12CC3CC(CC(C3)C1)C2 | 1% | 3% | -19% | -2% | -5% | -8% | · | -9%
CC(=O)c1ccc(N2CCN(c3ncnc4c3cnn4-c3cc(Cl)ccc3C)CC2)cc1 | -6% | · | ? | -1% | · | 3% | · | -12%
O=C(CCCc1ccccc1)Nc1cccc2c1CCCC2 | -2% | -13% | -6% | -2% | i | 4% | · | -3%
